PAD4 FP inh – inhibitors of human PAD4 | Q9UM07 | recombinant PAD4, RCA probe fluorescence polarization | inhibition, % at 6.36 µM | 0.41% of 330,000 active | AID 485272;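 active = percent inhibition above a cutoff equal to the mean of all tested compounds plus 3 SD, cut at about 15% in these data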;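 note: 0% = PAD4 with RCA probe and DMSO and 100% = probe without PAD4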
PAFAH2 inh – inhibitors of human PAFAH2. AID 492956. inhibition, % at 3.39 µM. 0.99% of 340,000 active. recombinant PAFAH2, FP-rhodamine activity probe, fluorescence polarization. Q99487;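 active = inhibition above the mean over all tested compounds plus 3 SD, cut at about 30% in these data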;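 note: inhibitors block probe labeling of enzyme so polarization drops; 0% = enzyme with DMSO and 100% = wells lacking PAFAH2 protein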
ZTA counter – ZTA (EBV) inhibition in EBNA-1 counter-screen. ZTA-DNA binding, fluorescence polarization. inhibition, % at 11 µM. P03206. 0.15% of 320,000 active; in the data active = inhibition above about 33%
EBNA-1 inhibitor – blocks EBNA-1 binding to DNA; EBNA-1 DNA binding, fluorescence polarization; inhibition, % at 14.8 µM; 0.34% of 300,000 active; in the data active = inhibition above about 28%
PAFAH1B3 FP inh – blocks human PAF acetylhydrolase 1B catalytic subunit 3. inhibition, % at 3.39 µM. AID 492972. 0.28% of 340,000 active. Q15102. recombinant PAFAH1B3, FP-rhodamine probe, fluorescence polarization;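 active = inhibition above the screen-wide average of all tested compounds plus 3 SD, cut at about 25% in these data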;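 note: 0% = enzyme with DMSO only and 100% = wells lacking PAFAH1B3 protein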
LYPLA1 inh – blocks human lysophospholipase 1, a PME1 counter-screen; recombinant LYPLA1, FP-Rh probe fluorescence polarization; 0.16% of 320,000 active; inhibition, % at 5.9 µM; O75608; AID 2174;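 active = inhibition above the mean of all tested compounds plus 3 SD, set per campaign, cut at about 14% in these data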;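 note: inhibitors block serine hydrolase probe labeling of LYPLA1 so polarization falls; 0% = enzyme with DMSO and 100% = wells lacking LYPLA1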
LYPLA2 counter – counter-screen for PME1 inhibitors: inhibitors of human LYPLA2; O95372; recombinant LYPLA2, FP-Rh probe fluorescence polarization; inhibition, % at 5.9 µM; 0.38% of 320,000 active; AID 2177;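 active = inhibition above the screen-wide mean plus 3 SD, limit set per campaign, cut at about 26% in these data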;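 note: 0% = LYPLA2 with DMSO and 100% = wells lacking LYPLA2 enzyme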
Target sequence (O95372 whole entry, looked up): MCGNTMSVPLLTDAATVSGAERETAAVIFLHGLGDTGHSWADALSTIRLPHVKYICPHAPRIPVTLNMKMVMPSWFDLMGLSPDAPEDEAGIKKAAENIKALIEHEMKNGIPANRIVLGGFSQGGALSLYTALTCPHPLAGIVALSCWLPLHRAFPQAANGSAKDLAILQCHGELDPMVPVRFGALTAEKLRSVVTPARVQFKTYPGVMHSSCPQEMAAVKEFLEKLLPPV
PREPL inh – inhibitors of human prolyl oligopeptidase-like enzyme PREPL. 0.68% of 320,000 active. inhibition, % at 5.96 µM. recombinant PREPL, fluorescence polarization activity-based probe. AID 2751. Q4J6C6; in the data active = inhibition above about 43%;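 note: 0% = enzyme with DMSO and 100% = wells lacking enzyme; many of its hits are not listed in these tables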
Target sequence (Q4J6C6 whole entry, looked up): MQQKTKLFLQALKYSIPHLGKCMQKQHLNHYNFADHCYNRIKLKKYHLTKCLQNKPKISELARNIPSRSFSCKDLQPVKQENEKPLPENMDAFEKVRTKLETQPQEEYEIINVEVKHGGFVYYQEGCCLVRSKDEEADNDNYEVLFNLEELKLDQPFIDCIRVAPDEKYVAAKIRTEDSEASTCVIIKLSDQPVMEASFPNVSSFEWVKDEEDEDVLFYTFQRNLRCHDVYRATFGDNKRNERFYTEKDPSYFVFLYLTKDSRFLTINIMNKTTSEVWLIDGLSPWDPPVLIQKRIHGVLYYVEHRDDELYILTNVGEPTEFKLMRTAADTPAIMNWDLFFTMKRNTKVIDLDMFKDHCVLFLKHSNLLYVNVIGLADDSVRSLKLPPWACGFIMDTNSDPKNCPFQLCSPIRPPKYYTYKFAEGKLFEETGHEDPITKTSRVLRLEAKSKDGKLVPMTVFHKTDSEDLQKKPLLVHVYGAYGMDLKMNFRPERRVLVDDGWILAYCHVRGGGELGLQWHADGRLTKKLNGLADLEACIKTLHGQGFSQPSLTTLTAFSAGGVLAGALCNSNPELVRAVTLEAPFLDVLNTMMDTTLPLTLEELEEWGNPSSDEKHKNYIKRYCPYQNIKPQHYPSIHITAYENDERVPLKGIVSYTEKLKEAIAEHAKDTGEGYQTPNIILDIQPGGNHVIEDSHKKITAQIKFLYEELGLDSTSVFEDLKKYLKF
GSTO1 counter – GSTO1 inhibition, counter-screen for RBBP9 inhibitors; recombinant GSTO1, activity-based probe fluorescence polarization; inhibition, % at 5.96 µM; 1.1% of 300,000 active; P78417; AID 1974;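 active = inhibition above the campaign mean inhibition plus 3 SD, cut at about 35% in these data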;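 note: 0% = GSTO1-1 with DMSO and 100% = wells lacking GSTO1-1 enzyme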
An asterisk follows results filed as active; / = not tested or not shown. This is a subset. The share of hits here may be higher or lower than overall.

Sequence of screens – PAD4 FP inh | PAFAH2 inh | ZTA counter | EBNA-1 inhibitor | PAFAH1B3 FP inh | LYPLA1 inh | LYPLA2 counter | PREPL inh | GSTO1 counter
- Cc1cc(C)cc(NC(=O)CCC(=O)Nc2nnc(C(F)(F)F)s2)c1
→ -2 | 4 | 3 | 8 | 3 | -1 | -1 | 1 | 3
- CS(=O)(=O)Nc1cccc(C2=NN(C(=O)CCC(=O)O)C(c3cccs3)C2)c1 (stereo unspecified)
→ 3 | 4 | -14 | -8 | 11 | 3 | 6 | 0 | -4
- CCOC(=O)/C(C#N)=C/Nc1ccccc1NS(=O)(=O)c1ccc(C)c(C)c1
→ -9 | 1 | 0 | -12 | 4 | -1 | 1 | 23 | 10
- CN1CCN(CCN2CCn3c2nc2ccccc23)CC1
→ -2 | 9 | -4 | 4 | 3 | 0 | -7 | 26 | 4
- O=S(=O)(Nc1cc(Cl)ccn1)c1ccc(Cl)cc1
→ -4 | 0 | -3 | -4 | 6 | -1 | -1 | 8 | 1
- COc1ccccc1N(C)S(=O)(=O)c1ccc(C(=O)Nc2nc(C)c(C(C)=O)s2)cc1
→ -6 | -4 | -2 | / | 8 | -2 | 6 | 1 | /
- CCCc1ccc(C(=O)N2CCN(c3ccccc3OCC)CC2)cc1
→ 2 | 5 | 2 | 5 | 2 | 2 | 7 | 15 | 46*
- Cc1cccc(N/C(N)=N/c2nc(C)c(Cc3ccccc3)c(=O)[nH]2)c1
→ -2 | -8 | 4 | -5 | 9 | 2 | -6 | -1 | 5
- COC(=O)N1C(=O)[C@@](Cc2ccccc2)(c2ccccc2)N1C(=O)OC
→ -5 | 3 | -11 | 5 | 4 | -3 | -1 | -5 | 0
- Cc1ccc(-n2cnc3cc(NCc4cccs4)ccc32)cc1
→ -3 | 3 | -1 | -11 | -6 | 2 | 8 | 15 | 12

Part of the list above with just LYPLA1 inh.
mol,LYPLA1 inh
O=S(=O)(Nc1cc(Cl)ccn1)c1ccc(Cl)cc1,-1
COc1ccccc1N(C)S(=O)(=O)c1ccc(C(=O)Nc2nc(C)c(C(C)=O)s2)cc1,-2

The results go on.
Sequence of screens – PAD4 FP inh | PAFAH2 inh | ZTA counter | EBNA-1 inhibitor | PAFAH1B3 FP inh | LYPLA1 inh | LYPLA2 counter | PREPL inh | GSTO1 counter
- O=c1c2cc([N+](=O)[O-])cc([N+](=O)[O-])c2[nH]n1-c1ccccc1
→ -4 | 9 | -3 | 8 | 17 | -1 | 3 | 10 | 11
- COc1ccccc1C(=O)NC(=O)COC(=O)c1nccnc1N
→ 0 | -9 | / | / | 1 | / | / | -2 | /
- Cc1ccc(S(=O)(=O)C2C(=O)N(C)C3(C)CC2c2ccccc2O3)cc1C (stereo unspecified)
→ -3 | -2 | -27 | -2 | -4 | 7 | 7 | -8 | 0
- O=C(NC1CC2CCCC(C1)N2C(=S)Nc1ccccc1Cl)C1CC1 (stereo unspecified)
→ -2 | -3 | -3 | -11 | 2 | -1 | 2 | 2 | 3
- O=C(O)c1ccccc1C(=O)N1CC=C(c2ccccc2)CC1
→ 3 | -3 | -2 | 10 | 6 | 2 | 6 | 27 | -3
- COC/C=C/C1=CC2=CC(=O)C(C)(OC(=O)c3cnc4ccccc4n3)C(=O)C2=CN1CCCCO (stereo unspecified)
→ -2 | 8 | -22 | 1 | 2 | -2 | 3 | -7 | 31
- CN(C(=O)COC(=O)c1cc([N+](=O)[O-])ccc1Cl)c1ccccc1
→ -2 | 5 | -1 | -1 | 10 | -4 | -4 | 3 | 17
- COc1cc(OC)cc(C(=O)NCCOc2ccccc2)c1
→ -10 | -4 | 12 | -3 | 11 | 0 | -4 | 8 | 9
- Cc1ccc(SCCN2CCN(CCc3ccccc3)CCC2=O)cc1
→ 10 | 13 | -15 | 4 | -5 | 0 | 14 | -20 | 3
- C/C(=N\NC(=O)CN1CCOCC1)C(C)(C)C
→ -6 | -5 | 0 | 7 | 2 | 3 | 0 | -4 | 1
- c1cc2nncn2nc1N1CCCC1
→ 0 | -3 | 2 | 9 | 1 | -4 | -4 | -7 | 8
- COC(=O)/C=C/c1ccccc1S(=O)(=O)N(Cc1ccccc1)Cc1ccco1
→ -2 | 1 | -6 | 1 | -7 | -2 | -5 | -3 | -10
- Cc1cc(C)n(CCN(C)Cc2cn[nH]c2-c2ccc(F)cc2F)n1
→ -4 | -1 | 15 | 8 | 10 | -5 | -1 | 4 | 2
- Cc1cccc2cc(CN(Cc3nnnn3C3CCCC3)C3CCCCC3)c(=O)[nH]c12
→ -9 | 6 | 10 | -15 | 9 | -1 | -2 | 4 | 0
- Cc1nn(C(=O)c2cccnc2)c(C)c1Sc1ccccc1
→ 6 | 0 | -15 | 0 | 6 | 1 | 3 | -4 | 7
- Cc1cc(C(=O)CCC(=O)N2CCN(c3ccccc3O)CC2)c(C)s1
→ -6 | 4 | 5 | / | 2 | -2 | 0 | -10 | /
- CCc1cc(CNC(=O)CC2C(=O)NCCN2Cc2ccccc2C(F)(F)F)on1 (stereo unspecified)
→ 0 | -2 | 8 | 3 | 3 | -1 | -4 | 16 | -2
- CCn1cc(CN2CCC(C(=O)Nc3cccc(-c4cccc(Cl)c4)c3)CC2)cn1
→ 3 | -3 | -3 | -11 | -2 | -5 | -3 | -46 | -4
- COc1ccccc1C(=O)N(C)CC(=O)Nc1ccc(N2CCOCC2)cc1
→ -1 | 0 | -7 | / | 4 | -3 | 3 | -1 | /
- COc1ccc(CC(=O)NCCCCc2ccccc2)cc1OC
→ 1 | 2 | -12 | 0 | 7 | -5 | 2 | 2 | 0
- CSc1nc2ccc(NS(=O)(=O)c3ccc(Br)s3)cc2s1
→ 0 | 15 | 3 | 0 | 5 | 1 | -3 | -20 | 0
- CCCCN(CC)CCNC(=O)c1cc2c(-c3ccccc3F)nn(C)c2s1
→ -2 | -8 | 3 | 12 | 3 | 1 | -4 | -64 | 0
- COC(=O)c1ccc(C2OCC(C)(C)CO2)cc1
→ -5 | 0 | -2 | -20 | -1 | 1 | -1 | 6 | -7
- Cc1ccc(Cl)cc1N1C(=O)CC(C)(C)CC1=O
→ 2 | 6 | 1 | 6 | 0 | 1 | 4 | -2 | 2
- O=C(COC(=O)CNC(=O)c1ccccc1)Nc1ccc(Cl)cc1C(F)(F)F
→ -2 | -3 | 14 | 8 | -4 | 3 | 0 | -8 | -1
- O=C(/C=C/c1ccc(Cl)cc1)N(Cc1ccccc1)c1ccccn1
→ -3 | 3 | 14 | 12 | 6 | -5 | -11 | 0 | 5
- O=C(NC(Cc1ccccc1)C(=O)N1CCCCC1)c1ccccc1 (stereo unspecified)
→ 2 | -1 | -4 | 4 | -3 | 0 | 1 | 7 | -5
- CC1CCN(c2ccc3nnc(CCC(=O)NC(C)C)n3n2)CC1
→ -7 | -9 | -2 | -10 | 4 | -1 | 3 | 11 | -1
- c1ccc(CSc2ccc(-c3cccs3)nn2)cc1
→ -4 | -1 | 3 | 8 | -2 | -1 | 7 | 13 | -1
- C#CCNC(=O)C1=C[C@H](C2CCCCC2)[C@@H](CCCO)[C@H](OCC)O1
→ 0 | 3 | -11 | -8 | -6 | 1 | -2 | 3 | 4
- Cn1c(SCC(N)=O)nnc1-c1ccc(C(C)(C)C)cc1
→ 2 | 2 | 1 | 0 | 4 | -4 | -7 | 1 | 2
- Cc1ccc(-c2noc(-c3ccccc3C(=O)N3CCOCC3)n2)cc1
→ 4 | 5 | -8 | -7 | 0 | -1 | 0 | 18 | 6
- Cc1ccc(N2C(=O)CC(N3CCN(c4ccc(F)cc4)CC3)C2=O)c(C)c1 (stereo unspecified)
→ 0 | 5 | 10 | 6 | 2 | 0 | 2 | 10 | 5
- O=C1NC(=Nc2cccc(O)c2)S/C1=C\c1cccnc1
→ -1 | 4 | 21 | 2 | 3 | 0 | -2 | -1 | -7
- Cc1cccc2sc(N(CCN(C)C)C(=O)C3CCN(S(=O)(=O)c4cccs4)CC3)nc12
→ 2 | -2 | -9 | 11 | 6 | 2 | -4 | 6 | 3
- O=C(COC(=O)Cc1n[nH]c(=O)c2ccccc12)Nc1c(Cl)cccc1C(F)(F)F
→ -9 | 2 | 9 | -7 | 3 | 1 | -6 | 15 | -14
- NC(=O)c1cc(Cl)cn(-c2ccccc2)c1=O
→ 7 | 8 | 7 | 9 | 2 | 4 | 5 | 8 | 7
- COCCn1c(SCC(=O)NNC(=O)c2ccccc2)nc2ccccc21
→ 2 | 5 | / | / | 6 | / | / | 2 | /
- CC(C)CN(C(=O)Cn1c(C(F)(F)F)nc2ccccc21)C1CCS(=O)(=O)C1 (stereo unspecified)
→ 6 | 6 | -10 | 4 | 1 | 0 | -5 | 3 | 4
- CCCCNc1c(-c2ccc(OC)c(SC(C)CC)c2)nc2cc(C)ccn12 (stereo unspecified)
→ -2 | 2 | / | / | 9 | / | / | 21 | /
- O=C(CSc1nnc(-c2ccc(F)cc2)o1)NC1CCCCC1
→ 0 | -8 | -6 | -6 | 1 | -1 | 5 | -1 | 11
- CCOC(=O)CSc1nnc2n1C(C)(C)Cc1ccccc1-2
→ 3 | -6 | -3 | 5 | 0 | -2 | -6 | -1 | 7
- Cc1ccccc1N1CCN(C(=O)c2ccc(Oc3ccc(C(F)(F)F)cn3)cc2)CC1
→ 0 | -3 | -18 | -1 | 2 | -5 | 1 | 18 | 0
- CCOC(=O)Cc1csc(NC(=O)COc2ccc3ccccc3c2)n1
→ -2 | 0 | -9 | -5 | 2 | -2 | -3 | -61 | 6
- C=CCC(CC=C)(C(=O)O)c1ccccc1
→ 3 | -4 | -1 | -5 | 3 | -1 | 1 | 15 | 6
- Cc1ccc(NC(=O)CN(c2ccc(C)cc2)S(=O)(=O)c2cccc3nonc23)cc1
→ 2 | 7 | -3 | -5 | -1 | -7 | -10 | 13 | 2
- Cn1c(=O)c(C(=O)NNC(=O)c2ccccc2Br)c(O)c2ccccc21
→ -4 | -1 | -1 | -15 | 3 | -2 | 1 | 15 | -2
- O=C(NCc1ccccc1)c1ccc(OCC2CCCO2)cc1 (stereo unspecified)
→ -2 | -1 | 4 | -1 | 5 | 0 | 8 | 0 | 1
- O=C(CN(Cc1ccccc1)S(=O)(=O)c1ccc(Cl)cc1)NCC1CCCO1 (stereo unspecified)
→ -3 | 9 | -7 | -7 | 7 | 4 | 6 | -1 | -3
- CCN1CCCC1CNCc1cccc(OC)c1OCc1ccc(F)cc1 (stereo unspecified)
→ 2 | -3 | 14 | 3 | -2 | -1 | -5 | -12 | -3

Continuation.
Sequence of screens – PAD4 FP inh | PAFAH2 inh | ZTA counter | EBNA-1 inhibitor | PAFAH1B3 FP inh | LYPLA1 inh | LYPLA2 counter | PREPL inh | GSTO1 counter
- CCCCN(C)c1ccc([N+](=O)[O-])cc1
→ -2 | -1 | 6 | -2 | 4 | -1 | -4 | 0 | 2
- CC1(C)Cc2c(cnn2-c2ccc(F)cc2)C(NC(=O)c2cnccn2)C1 (stereo unspecified)
→ -1 | 6 | 19 | 1 | -3 | -2 | -4 | 1 | 1
- Cc1n[nH]c(C)c1S(=O)(=O)N1CCC(C(=O)N2CCn3c2nc2ccccc23)CC1
→ 3 | 7 | -7 | 1 | 11 | 0 | 1 | 21 | 17
- N#CCCn1cc(/C=C/C(=O)O)c(-c2ccc(F)cc2)n1
→ -7 | 1 | 4 | 1 | -2 | -1 | 3 | 9 | -10
- Cc1ccsc1/C=N\NC(=O)c1ccc2c(c1)OCO2
→ -5 | 8 | 1 | 17 | 6 | 0 | -2 | 2 | 3
- Cc1nn(CC(=O)NCCN2CCOCC2)c(=O)c2ccccc12
→ -1 | 3 | 5 | 0 | 1 | -1 | 0 | -2 | 2
- COc1ccc(C(=O)CN2C(=O)c3ccccc3S2(=O)=O)cc1Br
→ -3 | -5 | -9 | -1 | -13 | -5 | 19 | -13 | 3
- COc1cccc(NC(=O)C2CCN(c3ncccn3)CC2)c1
→ -4 | -3 | -9 | -6 | -1 | -3 | 1 | 1 | -5

Bioassay records as filed in PubChem.
